# MKP-3 inhibition – MKP-3 phosphatase inhibitors, primary screen, biochemical, rat enzyme, in vitro (AID 425); Dual specificity protein phosphatase 6 (Rattus norvegicus); hit rate 0.17% among 110,000; recombinant MKP-3 phosphatase activity, fluorescence; higher % means a stronger effect; inhibition, % at 20 µM, or IC50 in µM where a hit was titrated; in the data active means inhibition above about 50%;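 further: plate controls were vehicle for no effect and reference inhibitor for full effect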
# Hsp70 inhibitors – Hsp70 inhibitors, probe displacement, primary screen, biochemical, fluorescence polarization (AID 583). Heat shock 70 kDa protein 1A (Homo sapiens). Hsp70 fluorescence polarization probe displacement, mP; higher % means a stronger effect. displacement, % at 20 µM; hits with a dose series show IC50 in µM. hit rate 0.06% among 140,000; in the data active means displacement above about 50%;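 further: plate controls were vehicle for no effect and reference ligand for full effect; a part of the inactive calls stands beside numbers as strong as those of hits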
# * hit, by the source's call; x = not tested or not shown; & = joins results of further samples. Some of the compounds tested; count on the stated rates, not on these rows.
MKP-3 inhibition	Hsp70 inhibitors	smiles
3%	x	COc1ccc(CCNc2nc(N3CCOCC3)nc(N3CCOCC3)n2)cc1OC
1%	5.4%	CCOC(=O)c1ccccc1NC(=O)CSc1nnc(Cc2cccn2C)n1-c1ccc(C)cc1
0%	3.8%	Cc1cc(C)cc(OCC(=O)NCC(C)CN(C)C)c1 (centres undefined)
0%	0.9%	COc1ccc(N(CC(=O)Nc2cc(C)ccc2C)S(C)(=O)=O)cc1
10%	-0.4%	O=C(Nc1ccc2nn(-c3ccc(F)cc3)nc2c1)c1cccc(Br)c1
-8%	-5.9%	CC(N=c1ccccn1C(=O)Nc1ccc(Cl)cc1)c1ccco1 (centres undefined)
2%	2.6%	COc1ccc(C2SCC(=O)N2CCN2CCCCC2)cc1 (centres undefined)
6%	-2.0%	Cc1cc(NC(=O)c2cc(-c3ccc(C(C)C)cc3)nc3ccccc23)no1
x	11%	CCSc1ncc(C#N)c(N)n1
-4%	3.3%	CCN1CCN(Cc2ccc(NC(=O)Nc3ccc(SC)cc3)cc2)CC1
-2%	-1.9%	N#CCCN1CCN(S(=O)(=O)c2ccc(S(=O)(=O)N3CCOCC3)cc2)CC1
-7%	-4.0%	Cc1ccccc1CSc1nnc(C)n1N
5%	-1.3%	CCOC(=O)c1c(C)oc2cc(Br)c(OCC)cc12
2%	2.1%	Cc1ccc(C(=O)Nc2ccc(Cl)cn2)cc1[N+](=O)[O-]
0%	-2.8%	COC(=O)C1=C(C)NC2=C(C(=O)CC(c3cccs3)C2)C1c1cc(OC)c(OC)c(OC)c1 (centres undefined)
-5%	x	CCOc1cc(C)c(Cl)cc1S(=O)(=O)N(CC)CC
0%	0.9%	CC(=O)COc1ccc2c(C(F)(F)F)cc(=O)oc2c1
x	-0.5%	CC(C)c1cc(NCC2CCCO2)n2c(nc3ccccc32)c1C#N (centres undefined)
-6%	-1.4%	CCCCC(=O)Nc1cccc2c1C(=O)N(c1ccccc1)C2=O
-10%	-5.3%	COc1ccc(N(CC(=O)Nc2cccc(SC)c2)S(C)(=O)=O)cc1Cl
-10%	-3.6%	O=C(CCN1C(=O)S/C(=C\c2ccccc2)C1=O)Nc1ccccc1
0%	-0.3%	Cc1nc(-c2ccccc2)nc2nc(-c3ccccc3)nc(C)c12
x	3.1%	C#CCSc1nccc(-c2nn(-c3ccc(C)cc3)ccc2=O)n1
x	-0.5%	COC(=O)c1ccc(CSc2nc3c(c(=O)n2-c2ccc(F)cc2)SCC3)o1
4%	4.6%	Cc1nn(-c2ccccc2)c(C)c1/C=N/NC(=O)CSc1nc2ccccc2[nH]1
-1%	-4.9%	Cc1cn2c(nc1=O)OC1C(O)C(COC(=O)c3ccccc3)OC12 (centres undefined)
-4%	0.6%	NC(=O)c1ccccc1NS(=O)(=O)c1cccs1
x	-1.1%	CC(=O)OC1COC(n2ccc3cc([N+](=O)[O-])ccc32)C(OC(C)=O)C1OC(C)=O (centres undefined)
x	4.1%	O=C(Nc1cccc(C(=O)N2CCCC2)c1)c1ccccc1Cl
2%	2.6%	N#Cc1cccc(N=Cc2ccc(OCc3ccccc3)cc2)c1
0%	-1.5%	O=C(NC(=S)N1CCCCCC1)c1ccc(Br)cc1
x	7.0%	Cn1c(N)c(C(=O)COC(=O)C23CC4CC(CC(C4)C2)C3)c(=O)n(C)c1=O
0%	1.4%	COC(=O)C(=C/C=C/N(C)C)C(=O)OC
0%	-0.9%	O=C1CC(c2cccs2)c2ccc3ccccc3c2N1 (centres undefined)
4%	2.3%	CC1=C(C(=O)OC(C)C)C(c2ccc(O)c([N+](=O)[O-])c2)C2=C(CC(C)(C)CC2=O)N1 (centres undefined)
x	-1.7%	Cc1ccc(C(C#N)c2ccc(C(=O)c3ccc(F)cc3)cc2)cc1 (centres undefined)
-9%	4.2%	O=C(NC1CCCCC1)C1c2ccccc2C(=O)N1Cc1ccco1 (centres undefined)
x	9.6%	CCOC(=O)CC1C(=O)NCCN1C(=O)c1ccc(F)cc1F (centres undefined)
-2%	-0.7%	CCC(=O)Nc1ccc(F)c(Cl)c1
5%	10%	Cc1nc2c([nH]1)C1(CCN(Cc3ccccc3)CC1)C(C#N)=C(N)O2
0%	0.6%	C=CCn1c(SCC(=O)Nc2ccc3c(c2)CCC3)nnc1-c1cccs1
-1%	8.4%	O=C(COC(=O)CCC(=O)c1cccs1)NCc1ccco1
-5%	0.5%	CCN(CC)c1cc(Oc2ccccc2)ncn1
4%	-0.2%	CN1C(=O)C(=Cc2ccc(-c3cc([N+](=O)[O-])ccc3O)o2)C(=O)N(C)C1=O
-6%	-4.2%	CCN(CC)C(=O)CN(c1ccc(F)c(Cl)c1)S(C)(=O)=O
5%	-6.8%	O=C(c1cccc(I)c1)N1CCN(c2ccccn2)CC1
4%	5.3%	O=C(O)c1ccc(S(=O)(=O)c2ccc3c(c2)C(=O)N(c2ccc(O)c(C(=O)O)c2)C3=O)cc1
3%	-5.0%	Cc1ccc(C(=O)N/C(=C/c2ccc(-c3ccc(Cl)cc3)o2)C(=O)NC(C)C)cc1
2%	-2.8%	CCOc1ccc2[nH]c(=O)c(CN(CCN3CCOCC3)Cc3nnnn3C(C)(C)CC)cc2c1
-5%	6.8%	Cc1nc2oc3c(NCc4ccccn4)ncnc3c2c2c1COC(C)(C)C2
5%	-1.6%	COc1cc(CNC2CCCCCC2)cc(OC)c1O
x	2.1%	CCCOc1ccc(C(CC(=O)O)NC(=O)c2cccs2)cc1 (centres undefined)
41%	4.4%	COc1ccc(S(=O)(=O)Nc2ncccc2Cl)cc1
0%	2.3%	Cc1ccc(C2C(=O)c3ccccc3C2=O)c(C)c1C
-14%	4.2%	C/C(CC1(O)/C(=N/O)CCc2nonc21)=N\O (centres undefined)
2%	10%	CC(=O)O/N=C1\Sc2ccccc2C1=O
4%	-6.1%	COc1ccc(Br)cc1C(=O)Nc1ccccc1O
x	1.0%	COC(=O)Cn1cnc2c1c(=O)n(C)c(=O)n2C
5%	5.0%	c1ccc2nc3[nH]cnc3nc2c1
-6%	2.1%	Cc1cc([N+](=O)[O-])ccc1-c1ccc(C(=O)Nc2cc(Cl)cc(Cl)c2)o1

# (more compounds)
MKP-3 inhibition	Hsp70 inhibitors	smiles
1%	9.2%	Cc1nn(-c2ccccc2)c(Cl)c1C1C(C#N)=C(N)OC2=C1C(=O)CCC2 (centres undefined)
x	3.6%	CS(=O)(=O)N(CC(=O)N1CCN(c2ccccc2F)CC1)C1CCCCC1
0%	1.5%	COc1cc(/C=C2\SC(N)=NC2=O)cc(OC)c1
-1%	2.0%	Cc1ccccc1NC(=O)C(=O)NCCO
-4%	-2.9%	CC(C)(C)c1cc(CCC(=O)N2CCNCC2)c(C(C)(C)C)cc1O
-7%	4.9%	O=C(NCC1CCCO1)C1CCCN(S(=O)(=O)c2cccc3nsnc23)C1 (centres undefined)
3%	0.5%	O=c1/c(=C\c2ccc(OS(=O)(=O)c3cccc([N+](=O)[O-])c3)cc2)sc2nc3ccccc3n12
-4%	3.2%	COc1cc(/C=c2\sc3nc(-c4ccncc4)nn3c2=O)ccc1OC(C)=O
-2%	-0.5%	COC(=O)c1ccc(CSc2ccc3nnc(-c4ccc(OC)c(OC)c4)n3n2)o1
-1%	-1.0%	O=C(Cc1ccc(F)cc1F)Nc1ccc(Br)cc1
-13%	0.1%	O=C1C=C(NCc2ccccc2)C2(CCCCC2)O1
x	-1.8%	Cc1sc2ncnc(NCCN3CCOCC3)c2c1C
2%	-0.4%	CCOC(=O)c1c(CC(C)C)csc1NC(=O)c1ccccc1C(=O)O
10%	1.7%	O=C1CC(c2ccc3c(c2)OCO3)CC2=C1C(c1ccc(C(F)(F)F)cc1)Nc1ccccc1N2 (centres undefined)
13%	-0.3%	Cc1onc(-c2ccccc2)c1C(=O)Oc1cccnc1

# An excerpt from above in order of heavy-atom count, rising:
MKP-3 inhibition	Hsp70 inhibitors	smiles
4%	-6.1%	COc1ccc(Br)cc1C(=O)Nc1ccccc1O
-1%	8.4%	O=C(COC(=O)CCC(=O)c1cccs1)NCc1ccco1
x	3.1%	C#CCSc1nccc(-c2nn(-c3ccc(C)cc3)ccc2=O)n1

# Remaining list, next part
MKP-3 inhibition	Hsp70 inhibitors	smiles
1%	0.2%	CCOc1ccc(NC(=S)NCc2ccco2)cc1
-7%	-9.2%	O=C(NCc1ccco1)c1cc2ccccc2o1
-11%	4.5%	CC(=O)c1cnc2nc(C(F)(F)F)nn2c1C
4%	2.1%	CCCSc1nnc2n(-c3ccc(OC)cc3)c(=O)c3c4c(sc3n12)CCCC4
x	-24%	COc1ccccc1C(=O)N/C(N)=N/c1nc2ccccc2o1
1%	-6.2%	CCCC(=O)c1cc2ccccc2oc1=O
16%	4.6%	N#Cc1c(NCCCO)nc(NCc2ccccc2)c2c1CCN(Cc1ccccc1)C2
x	-2.1%	CCN(CC)CCn1c(=N)n(CCOc2ccccc2)c2ccccc21
2%	5.4%	Cc1ccc2cccc(SCC(=O)Nc3ccc(Br)cc3)c2n1
-1%	-5.4%	Cc1c(NC(=O)c2cc(-c3cccs3)on2)c(=O)n(-c2ccccc2)n1C
x	-2.5%	CO/N=C(/CS(=O)(=O)c1ccc(Br)cc1)c1ccc(OC)cc1
1%	-3.4%	COC(=O)c1ccccc1NC(=O)COc1ccc(C)cc1
10%	-1.7%	Cn1c(C(=O)N2CCCC(C(=O)NCc3ccc4c(c3)OCO4)C2)cc2sccc21 (centres undefined)
-5%	3.5%	COc1ccc(-c2nnc(SCc3ncc(-c4ccccc4)o3)o2)cc1
-14%	0.4%	CN1CCN(c2ccccc2NC(=O)c2ccc(-c3ccccc3)cc2)CC1
x	1.1%	CCc1c(C)sc(NC(=O)c2cc(-c3ccc(OC)c(OC)c3)on2)c1C#N
-5%	-1.5%	FC(F)(F)c1cc(-c2ccco2)nc(-n2nnc3ccccc32)n1
6%	1.9%	CC1CCCCN1Cc1ccc(-c2nn[nH]n2)cc1 (centres undefined)
3%	4.6%	COc1ccc(C2c3c(oc4ccccc4c3=O)C(=O)N2c2ccccn2)cc1OC (centres undefined)
4%	-2.3%	Cc1ccc(OCC(=O)N2CCC(C(N)=O)CC2)cc1
x	1.5%	CNC(=S)N1N=C(c2ccccc2)CC1c1ccc(Br)cc1 (centres undefined)
-7%	4.1%	CCCC(=O)Nc1ccc(Cl)c(NC(=O)CC)c1
-6%	3.5%	Cc1ccc(Nc2cc(C)nc3nnnn23)cc1
-2%	6.5%	Cc1ccc(-c2noc(-c3ccc(I)cc3)n2)cc1
2%	-3.1%	Cc1ccc(-c2nc3cc(NC(=O)COc4ccccc4[N+](=O)[O-])ccc3o2)cc1
x	0.3%	CCNS(=O)(=O)c1ccc2c(c1)n(C)c(=O)n2C
4%	0.2%	O=C1c2cccc3cccc(c23)C(=O)N1CC1CCN(S(=O)(=O)c2cccc3cccnc23)CC1
0%	4.1%	COc1cc(C=C2C(=O)NC(=O)NC2=O)cc(Br)c1OCc1ccccc1
-10%	0.5%	CCCn1nnc(NC(=O)COc2ccc(C3CCCCC3)cc2)n1
x	0.5%	Cc1ccccc1NC(=O)C1C2CCC(O2)C1C(=O)O (centres undefined)
x	3.2%	CNC(=O)CCCCCNS(=O)(=O)c1ccc(C)cc1
2%	3.2%	Cc1nc2ccccn2c1C(=O)NCc1ccc(Cl)cc1
-2%	4.2%	COc1ccc(S(=O)(=O)Nc2cc(C)cc(C)n2)c2ccccc12
-3%	1.8%	Cc1ccc(-n2c(=O)cc(N3CCN(C(=O)c4ccco4)CC3)[nH]c2=O)cc1
23%	38%	O=C(O)c1cc(-c2ccc(/C=N/n3cnnc3)o2)ccc1O
-9%	11%	N=c1c2c3c(sc2nc2n1CCCCC2)CCCCC3
-2%	0.1%	Cc1ccc(C(C)C)c(OCCCN2CC(C)OC(C)C2)c1 (centres undefined)
-2%&2%	1.7%&2.6%	C=CCc1cccc(C2Nc3ccccc3C(=O)N2O)c1O (centres undefined)
6%	-3.1%	CC(=O)Oc1cccc(C(=O)Nc2ccc(-c3nc4ccccc4o3)cc2)c1
x	1.9%	O=C(CSc1ccc(-c2ccc(F)cc2)nn1)NCc1ccco1
0%	x	O=C(Cc1ccccc1)NCCc1cn2ccsc2n1
0%	-2.1%	CC(=O)CCc1c(C)[nH]c2ccc(Br)cc2c1=S
x	-7.7%	COC(=O)Cc1c(C)c2ccc(OCc3nn[nH]n3)cc2oc1=O
0%	1.4%	O=C(CCC(=O)N/N=C/c1ccc(O)cc1)N/N=C\c1ccc(O)cc1
-1%	4.1%	C=C(C)Cn1c(-c2ccccc2Br)n[nH]c1=S
x	8.8%	O=c1cc(N2CCc3ccccc32)[nH]c(=O)n1Cc1ccc(F)cc1

# In the list so far, these have fluorine.
MKP-3 inhibition	Hsp70 inhibitors	smiles
10%	-0.4%	O=C(Nc1ccc2nn(-c3ccc(F)cc3)nc2c1)c1cccc(Br)c1
0%	0.9%	CC(=O)COc1ccc2c(C(F)(F)F)cc(=O)oc2c1
x	-0.5%	COC(=O)c1ccc(CSc2nc3c(c(=O)n2-c2ccc(F)cc2)SCC3)o1
x	-1.7%	Cc1ccc(C(C#N)c2ccc(C(=O)c3ccc(F)cc3)cc2)cc1 (centres undefined)
x	9.6%	CCOC(=O)CC1C(=O)NCCN1C(=O)c1ccc(F)cc1F (centres undefined)
-2%	-0.7%	CCC(=O)Nc1ccc(F)c(Cl)c1
-6%	-4.2%	CCN(CC)C(=O)CN(c1ccc(F)c(Cl)c1)S(C)(=O)=O
x	3.6%	CS(=O)(=O)N(CC(=O)N1CCN(c2ccccc2F)CC1)C1CCCCC1
-1%	-1.0%	O=C(Cc1ccc(F)cc1F)Nc1ccc(Br)cc1
10%	1.7%	O=C1CC(c2ccc3c(c2)OCO3)CC2=C1C(c1ccc(C(F)(F)F)cc1)Nc1ccccc1N2 (centres undefined)
-11%	4.5%	CC(=O)c1cnc2nc(C(F)(F)F)nn2c1C
-5%	-1.5%	FC(F)(F)c1cc(-c2ccco2)nc(-n2nnc3ccccc32)n1
x	1.9%	O=C(CSc1ccc(-c2ccc(F)cc2)nn1)NCc1ccco1
x	8.8%	O=c1cc(N2CCc3ccccc32)[nH]c(=O)n1Cc1ccc(F)cc1

# Screens (PubChem BioAssay)
